Screens from PubChem.
STK33 inh: inhibitors of purified STK33 kinase, primary screen, biochemical, ADP-Glo luminescence, homogeneous, cell-free; inhibition, % at 10 µM; MBP phosphorylation; Serine/threonine-protein kinase 33 (Homo sapiens), Q9BYT3; actives 0.073% (n = 320,000);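 active = inhibition at or above 25%, using the most active replicate where run in duplicate; inactive = inhibition below 25%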
Target sequence (Q9BYT3 whole entry, looked up): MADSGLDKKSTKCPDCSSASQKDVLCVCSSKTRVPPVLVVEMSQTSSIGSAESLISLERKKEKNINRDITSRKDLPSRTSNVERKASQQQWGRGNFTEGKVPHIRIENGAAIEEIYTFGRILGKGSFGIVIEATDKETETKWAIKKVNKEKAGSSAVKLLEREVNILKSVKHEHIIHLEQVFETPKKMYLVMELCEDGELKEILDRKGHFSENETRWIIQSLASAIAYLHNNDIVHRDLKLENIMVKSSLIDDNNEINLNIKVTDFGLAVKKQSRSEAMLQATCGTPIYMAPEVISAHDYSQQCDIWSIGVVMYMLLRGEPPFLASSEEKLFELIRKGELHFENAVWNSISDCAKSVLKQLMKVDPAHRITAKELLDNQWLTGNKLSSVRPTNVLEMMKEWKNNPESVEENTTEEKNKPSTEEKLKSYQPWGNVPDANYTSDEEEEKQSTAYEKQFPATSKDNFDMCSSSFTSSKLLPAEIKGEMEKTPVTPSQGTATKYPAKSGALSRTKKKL
OX1R antag-1: OX1R (HCRTR1) antagonists, primary screen, fluorescence, CHO/OX1R cells, Fluo-8 calcium, orexin A | Orexin/Hypocretin receptor type 1 (Homo sapiens), O43613 | Fluo-8 calcium fluorescence | inhibition, % at 5 µM | actives 0.43% (n = 330,000) | AID 434989, 2010;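 active = inhibition above its plate's threshold, mean inhibition of all tested compounds on the plate plus 3 SD, cut at about 37% in these data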;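 note: 0% = orexin A challenge wells and 100% = SB-334867-A antagonist wells; not every result past the cut was called active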
Target sequence (O43613 whole entry, looked up): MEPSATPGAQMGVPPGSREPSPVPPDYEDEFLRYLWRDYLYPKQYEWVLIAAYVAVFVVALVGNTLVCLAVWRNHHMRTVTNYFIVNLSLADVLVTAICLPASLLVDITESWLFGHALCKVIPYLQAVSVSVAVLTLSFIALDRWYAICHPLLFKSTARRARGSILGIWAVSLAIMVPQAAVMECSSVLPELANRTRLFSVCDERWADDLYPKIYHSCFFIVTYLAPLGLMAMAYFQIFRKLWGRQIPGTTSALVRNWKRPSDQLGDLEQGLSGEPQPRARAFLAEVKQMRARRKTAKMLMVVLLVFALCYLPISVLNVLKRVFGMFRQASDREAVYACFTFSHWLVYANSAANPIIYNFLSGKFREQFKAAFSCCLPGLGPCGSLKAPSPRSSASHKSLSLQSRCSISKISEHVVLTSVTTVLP
OX1R antag-2: antagonists of human orexin 1 receptor (OX1R) | actives 1.8% (n = 330,000) | inhibition, % at 6.6 µM | AID 485270, 2010 | Orexin/Hypocretin receptor type 1 (Homo sapiens), O43613 | OX1R-expressing cells, FRET antagonist read-out; in the data active = inhibition mostly above about 38%, no sharp cut-off; inactive = mostly below about 40%;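 note: 0% = agonist challenge alone and 100% = reference antagonist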
An asterisk follows results filed as active; . = not tested or not shown.

STK33 inh	OX1R antag-1	OX1R antag-2	compound
0.2	26	73*	O=C(N/N=C/C(Br)=C/c1ccccc1)c1cc(-c2ccco2)[nH]n1
-1.1	5	32	COc1ccccc1NS(=O)(=O)c1ccc(NN=C2CCCC2)c([N+](=O)[O-])c1
-0.5	4	9	CC(C)OC(=O)c1nnc(Cc2ccc(Cl)cc2)o1
-0.2	-24	13	CCCCN1CCCCC1C(=O)Nc1c(C)cc(C)cc1C (configuration not stated)
-1.6	-36	9	CCn1cc(C(=O)N2CCN(c3ccccn3)CC2)c(=O)c2cc(S(=O)(=O)N(C)C3CCCCC3)ccc21
-0.4	6	5	COc1cc(C2OCC3C(c4ccc(OC5OC(CO)C(O)C(O)C5O)c(OC)c4)OCC23)ccc1O (configuration not stated)
1.1	-2	-6	CC(C)(C)CC(C)(C)NCC(O)COCCOc1ccc(Br)cc1 (configuration not stated)
-1.5	4	8	CCC(=O)N(Cc1ccc(C)cc1)Cc1cc2cc3c(cc2[nH]c1=O)OCO3
0.3	-18	7	O=C1CN=C(Nc2ccccc2Cl)N1c1ccccc1
-2.4	-21	5	CCOc1ccc(NC(=O)CCN2CCN(S(=O)(=O)c3ccc(OC)cc3)CC2)cc1
0.0	-38	6	COCC(=O)Nc1cc(C)cn(Cc2ccccc2Cl)c1=O
0.5	-17	9	Fc1ccc(N2N=C(c3cccs3)CC2c2ccco2)c(F)c1 (configuration not stated)
-1.2	-36	35	CCOc1ccc(NC(=O)CSc2ccc(-c3ccco3)nn2)cc1
-2.3	-27	11	CCC1S/C(=C(\C#N)C(N)=O)N(c2ccc(F)cc2)C1=O (configuration not stated)
-0.6	0	15	Cc1ccc(C(=O)N2CCN(c3cnn(C)c(=O)c3Cl)CC2)cc1

Reformatted: seven of the compounds above.
SMILES | STK33 inh | OX1R antag-1 | OX1R antag-2
CC(C)(C)CC(C)(C)NCC(O)COCCOc1ccc(Br)cc1 (configuration not stated) | 1.1 | -2 | -6
O=C(N/N=C/C(Br)=C/c1ccccc1)c1cc(-c2ccco2)[nH]n1 | 0.2 | 26 | 73*
CCOc1ccc(NC(=O)CSc2ccc(-c3ccco3)nn2)cc1 | -1.2 | -36 | 35
COc1cc(C2OCC3C(c4ccc(OC5OC(CO)C(O)C(O)C5O)c(OC)c4)OCC23)ccc1O (configuration not stated) | -0.4 | 6 | 5
CCC1S/C(=C(\C#N)C(N)=O)N(c2ccc(F)cc2)C1=O (configuration not stated) | -2.3 | -27 | 11
CCn1cc(C(=O)N2CCN(c3ccccn3)CC2)c(=O)c2cc(S(=O)(=O)N(C)C3CCCCC3)ccc21 | -1.6 | -36 | 9
COCC(=O)Nc1cc(C)cn(Cc2ccccc2Cl)c1=O | 0.0 | -38 | 6

(more compounds)
STK33 inh	OX1R antag-1	OX1R antag-2	compound
-0.9	-1	-5	COc1ccc(N(C(C)=O)S(=O)(=O)c2cccs2)cc1
-2.1	0	3	Cc1cccc(C)c1NC(=O)N1CCCC1C(=O)Nc1ccc(-n2cnnn2)cc1 (configuration not stated)
-0.8	6	14	N#Cc1ccsc1NC(=O)c1cccc(-n2cnnn2)c1
-0.3	9	15	COc1cc(SC#N)ccc1N=Cc1c(C)[nH]n(-c2cccc3ccccc23)c1=O
-3.0	15	21	Cc1ccc(NC(=O)CC2S/C(=N/N=C/c3c[nH]c4ccccc34)NC2=O)cc1 (configuration not stated)
-1.5	-27	1	COc1cccc(NC(=O)Cn2c(=O)n(CCC(=O)NCc3ccco3)c(=O)c3ccccc32)c1
-2.1	-6	21	Cc1ccc(/C=N/Nc2nnc(Cc3ccccc3)c(=O)[nH]2)o1
4.0	-7	10	COc1ccc(CNC(=O)C(c2ccco2)N(C(=O)c2ccccn2)c2ccccc2)cc1 (configuration not stated)
-1.9	-23	19	O=S(=O)(NC1CCCCCC1)c1ccc(Br)s1
-1.1	-2	11	COc1ccc(NC(=O)N(CCCN(C)C)Cc2cc3cc(OC)ccc3[nH]c2=O)cc1
-0.2	-6	6	Cn1c(N)c(C(=O)COC(=O)Cc2ccc(Br)cc2)c(=O)n(C)c1=O
-1.1	-11	29	CC(=C1C(=O)c2ccccc2C1=O)N1CCN(C/C=C/c2ccccc2)CC1
-0.8	1	28	O=C(Nc1nc(-c2cccc3ccccc23)cs1)c1ccc2c(c1)S(=O)(=O)c1ccccc1C2=O
-0.8	-7	9	O=C(NCCc1ccccc1)C1CCN(S(=O)(=O)c2cccs2)CC1
-1.2	-16	16	CCOC(=O)C1CCCN(c2c(NCCN(C)Cc3ccccc3)c(=O)c2=O)C1 (configuration not stated)
0.1	6	9	O=C1OC(=O)c2c(Br)c(Br)c(Br)c(Br)c21
-1.1	-10	2	O=C(CN1CCCC1)Nc1ccc(F)c(Cl)c1
-0.7	-8	-3	c1csc(-c2nc3ccccc3s2)c1
0.0	-19	81*	COCCCNC(=O)c1cc2c(=O)n3cccc(C)c3nc2n(C(C)C)c1=N
-0.1	-16	12	CCOC(=O)c1cc(-c2csc(COc3ccc(Cl)cc3)n2)on1
-0.5	-22	4	CCCCCn1c(=O)c2ccccc2n2c(=S)[nH]nc12
1.0	-26	16	O=C(N1CCOCC1)N1CCN(S(=O)(=O)c2ccc(Cl)cc2)C1
-1.0	0	18	CCCCc1c(O)nc2n(c1=O)CCS2
-1.2	-18	5	Cc1c(C(=O)NCC2CCCO2)sc2nc(-c3ccccc3)cn12 (configuration not stated)
-1.4	5	23	COc1cc2c(c(O)c1OC)C(=O)C(OC)CCC2 (configuration not stated)
-0.5	-10	5	Cc1cccc2cc(CN(CC3CCCO3)C(=O)c3ccncc3)c(=O)[nH]c12 (configuration not stated)
1.0	-4	13	O=C(NC1CCCCCC1)C(=S)N1CCCC1
1.1	-8	4	COc1cc2oc3cc(C)oc(=O)c3c2cc1OC
-1.5	-5	7	O=c1c(/C=N/N2CCOCC2)c(C(F)(F)F)[nH]n1-c1ccccc1
-1.0	-27	20	O=C(NC1CCS(=O)(=O)C1)c1sc2ccccc2c1Cl (configuration not stated)
-0.1	-18	4	CN(CC(=O)Nc1ccccc1Cl)CC(=O)c1c(N)n(Cc2ccccc2)c(=O)n(C)c1=O
-0.1	-5	24	CN(C)C(=S)NC(=O)c1cccc(Cl)c1
-2.4	-7	9	COc1ccc(N2CCN(C(=O)CCN3C(=O)c4ccccc4S3(=O)=O)CC2)cc1
-0.7	-9	13	COc1ccc(C(CC(=O)N2CCN(C)CC2)NC(=O)C(F)(F)F)cc1 (configuration not stated)
0.0	-34	15	COc1ccc(C(=O)N/C(=C/c2cccs2)C(=O)NN)cc1OC
-1.1	-22	26	CCOC(=O)C1CCCN(S(=O)(=O)c2cc(Br)cc3c2N(C(=O)C2CC2)CC3)C1 (configuration not stated)
-1.7	-3	16	CCOc1ccc(NC(=O)CCC(=O)N2CCSc3ccccc32)cc1
-0.5	-7	13	CC(C)C1Nc2ccc(C(=O)NCc3ccco3)cc2NC1=O (configuration not stated)
-1.2	-107	16	Cc1cc(C)c2c(c1)N[C@H](c1cccs1)[C@@H]1CCO[C@H]21
0.9	-6	12	O=C(Nc1ccccc1)c1ccc(=O)[nH]n1
-1.1	-2	0	CSCCC(NC(=O)c1ccco1)C(=O)N1CC=C(c2ccccc2)CC1 (configuration not stated)
0.1	-14	-6	Cc1ccc(NC(=O)C(CC(=O)O)C2CCCO2)c(C)c1 (configuration not stated)
-1.5	-18	1	COc1cccc2c1c(NC(=O)Nc1ccc(F)cc1F)nn2C
2.6	-6	37	CCCC[C@@H]1C[C@H]1[C@@H](NC(=O)c1cccs1)c1ccc(C(F)(F)F)cc1
-0.1	-10	-2	CCCCNC(=O)c1ccc(C)c(NC(=O)C2=C(C)OCCS2)c1
-1.7	-2	12	COCCCNC(=O)Cn1cc2c(n1)CCCCC2
-1.0	-7	12	S=c1nc(-c2ccccc2)n(Cc2cccnc2)c2c1CCCC2
0.0	-29	28	CCC(=O)N1CCc2cc(S(=O)(=O)N3CCN(c4ccccn4)CC3)ccc21
0.0	-13	8	Oc1c(Cl)cc(Cl)cc1C1Nc2ccccc2-n2cccc21 (configuration not stated)
-0.8	-24	13	COc1cc(CNCCN2CCOCC2)ccc1OCc1cccc(Cl)c1
-3.0	-11	3	CCOC(=O)NC(=S)Nc1ccc(C(C)(C)C)cc1
0.9	-14	36	COc1ccc(/C=N/NC(=O)c2nc(-c3ccccc3)n(-c3ccccc3)n2)c(O)c1
-1.0	-13	12	COCCn1c(=N)c(S(=O)(=O)c2ccc(Br)cc2)cc2c(=O)n3ccccc3nc21
-0.5	-18	31	Brc1ccc(-c2cnc3n2CCCC3)cc1
-1.7	-27	9	CCc1cccc(CC)c1NC(=O)CN1CC(C)SC1=NC1CCCCC1 (configuration not stated)
0.2	-11	-2	CS(=O)(=O)c1nc(S(=O)(=O)c2ccc(Cl)cc2)c(NCCN2CCOCC2)s1
-0.5	-1	-4	Cc1[nH]c2c(Cl)cccc2c(=O)c1CN1CCCCCC1
0.6	-18	8	COc1nc(Nc2ccc(C(C)=O)cc2)nc(OC)n1
-0.2	-24	1	CCC(C)NC(=O)C1c2ccccc2C(=O)N1Cc1ccc(OC)cc1OC (configuration not stated)
-1.6	-15	-1	COc1ccc2[nH]c(=O)c(CN(Cc3cccnc3)Cc3nnnn3CC3CCCO3)cc2c1 (configuration not stated)

Going on with the list:
STK33 inh	OX1R antag-1	OX1R antag-2	compound
5.9	-5	10	NNC(=O)c1ccc(COCC(F)(F)C(F)F)cc1
-1.4	-20	9	CCCCc1cc(=O)oc2cc(OCC(=O)N3C[C@H]4C[C@@H](C3)c3cccc(=O)n3C4)ccc12
1.2	38	119*	O=C(OC1CCOC1=O)c1ccc(-c2nc3ccccc3s2)s1 (configuration not stated)
-1.1	-13	20	CC(C)(C)C(=O)NC1CCN(CC(=O)Nc2ccc3c(c2)OCO3)CC1
-0.7	-22	31	COC(=O)c1ccc(Sc2nnnn2-c2ccccc2)c([N+](=O)[O-])c1
0.2	-22	9	Cc1ccc(S(=O)(=O)Nc2ccccc2N2CCOCC2)cc1
-0.7	-22	16	CN1C(=O)c2ccccc2N(C)C1c1ccccc1Cl (configuration not stated)
-0.6	-8	8	CC1S/C(=N/N=C/c2cccs2)NC1=O (configuration not stated)
.	-18	2	O=C(Cn1cnc2c(NCc3ccccc3)ncnc21)NCc1ccccc1
0.5	-15	36	CCN(C(=O)CSc1nnc(NCc2ccccc2)s1)C1CCS(=O)(=O)C1 (configuration not stated)
-1.0	7	-3	CCCc1cc(=O)[nH]c(-n2[nH]c3c(c2=O)CCCC3)n1
-0.7	-10	15	CCOc1ncccc1C(=O)OCC(=O)Nc1cc(S(=O)(=O)N2CCOCC2)ccc1Cl
-1.5	-19	38*	Cc1nn(C(C)(C)C)c(OC(=O)c2ccc(Br)o2)c1Sc1ccccc1
-0.5	26	40	COc1cccc(C(=O)COc2cccc(NC(=O)c3cccc([N+](=O)[O-])c3)c2)c1
-2.0	-9	11	CC(Sc1cccc[n+]1[O-])C(=O)Nc1cccc([N+](=O)[O-])c1 (configuration not stated)
-2.4	-8	14	N#Cc1cccc(NC(=O)CSc2n[nH]c(=O)[nH]c2=O)c1
0.1	-14	6	CC(C)(C)n1nc2c(c1NC(=O)c1cccc(Cl)c1)CS(=O)(=O)C2
0.0	-43	5	COc1cc(CCN2C(=O)c3cccc4cccc(c34)C2=O)c(S(=O)(=O)N2CCCCCC2)cc1OC
-1.1	-8	12	CCN(CC)S(=O)(=O)c1cccc(C(=O)N/N=C/c2c(C)nn(-c3ccccc3)c2Cl)c1
1.0	-15	43*	COc1ccccc1C1OC2=C(Nc3ccc([N+](=O)[O-])cc3N2)C1=O (configuration not stated)
-1.3	-11	19	Cc1ccccc1NS(=O)(=O)c1cc(C(=O)N2CCc3ccccc3C2)ccc1C
-1.7	-14	4	O=C(OCC(=O)N1CCCc2ccccc21)c1cccc(S(=O)(=O)N2CCc3ccccc32)c1
-1.1	-22	20	Cc1ccc(S(=O)(=O)NCC(=O)N(CC(=O)NCc2ccc(F)cc2)CC2CCCO2)cc1 (configuration not stated)
-0.2	-32	13	Cc1cc(C)nc(Nc2ccc(N3CCCC3)cc2)n1
-0.3	-27	27	Clc1ccc(C2=Nn3c(nnc3-c3cccs3)SC2)cc1
0.6	-32	16	COc1ccc(CN(CC2CCCO2)C(=O)c2cc3sccc3n2C)c(OC)c1 (configuration not stated)
-0.1	-4	15	Cc1cccc(OCCN2C(=O)C(=O)c3cc(C)ccc32)c1
-0.5	-17	7	COc1ccccc1CC(=O)Nc1ccon1
0.4	-25	13	CC(C)CN(C(=O)c1ccc(=O)n(C)n1)c1nc2ccccc2s1
0.1	-23	12	COc1ccc(-c2cn(-c3ccc(C)cc3)c(=O)n2CC(=O)Nc2ccc(OC)c(OC)c2)cc1
-0.1	-9	42	COc1ccc([C@H]2C=C3CN(C(=O)OC(C)(C)C)S(=O)(=O)[C@H]3C[C@H]2OC(=O)c2cccs2)cc1
-5.2	-1	24	O=C(O)c1cccc(CN2C(=O)CSC2=O)c1

Pulled one by one from the list above (three):
STK33 inh	OX1R antag-1	OX1R antag-2	compound
1.0	-15	43*	COc1ccccc1C1OC2=C(Nc3ccc([N+](=O)[O-])cc3N2)C1=O (configuration not stated)
-0.2	-32	13	Cc1cc(C)nc(Nc2ccc(N3CCCC3)cc2)n1
-2.4	-8	14	N#Cc1cccc(NC(=O)CSc2n[nH]c(=O)[nH]c2=O)c1
